Bioassay records from PubChem.
Growth percent in the NCI-60 one-dose screen (48 h, 10 µM unless noted): 100 = growth as untreated, 0 = no growth, -100 = all killed.
MOLT-4: MOLT-4 leukemia cells. AID 1794779. 6.9% of 80,000 active
MDA-MB-231: MDA-MB-231 breast cancer; 5% of 81,000 active
SR: SR leukemia cells | AID 1794780 | 8.7% of 73,000 active
MDA-MB-435: MDA-MB-435 melanoma | AID 1794794 | 7.8% of 82,000 active
MDA-MB-468: MDA-MB-468 breast cancer; 8.5% of 78,000 active
CCRF-CEM: CCRF-CEM leukemia; 7% of 77,000 active; AID 1794778
RPMI-8226: RPMI-8226 leukemia cells; 7.5% of 77,000 active
K-562: K-562 leukemia | 7.4% of 78,000 active | AID 1794777
The depositor's hits bear a star; · = no result given; & = joins results of further samples; [ ] = another dose, or the depositor's remark. Rule for the calls: active = growth percent below 10; inactive = the rest. Rows were taken by chance; any-hit rate near 16%.

SMILES	MDA-MB-435	MOLT-4	RPMI-8226	CCRF-CEM	MDA-MB-231	K-562	SR	MDA-MB-468
COc1cc(/C=C2\SC(=S)N(CCCN3CCOCC3)C2=O)ccc1O	88	93	83	82	75	123	97	78
C[C@@H]1CC2C3C[C@H](F)C4=CC(=O)C=C[C@]4(C)[C@@]3(F)[C@@H](O)C[C@]2(C)[C@@]1(O)C(=O)CO (some centres not stated)	93	77	65	40	95	107	99	102
CC(C)C1(C2CCCC2)NC(=O)NC1=O (configuration not stated)	107&120	104&78	102&96	99&94	89&110	92	90	110
O=C1CC(c2ccccc2)Oc2ccc(O)cc21 (configuration not stated)	101	88	95	91	98	93	87	91
O=C(Cc1ccccc1)Nc1nnc(NC2CCN(c3nnc(NC(=O)CC4CC4)s3)CC2)s1	103	83	52	74	89	83	81	111
O=C1N=c2ccccc2=C1c1sc(=S)n(C2CC(=O)N(c3ccc(Cl)cc3)C2=O)c1O (configuration not stated)	102	98	103	84	101	94	37	95
Cc1ccc(-c2nc(SCC(=O)c3ccc(Br)cc3)nc(Nc3cccc(S(N)(=O)=O)c3)c2C#N)cc1	105	90	102	94	93	94	89	105
CCOc1cccc(-c2nc3sccn3c2-c2ccncn2)c1	99	99	96	99	98	100	101	94
O=C(/C=C(/C=C/c1ccc2[nH]ccc2c1)OB(F)F)/C=C/c1ccc2[nH]ccc2c1	-4.5*	-4.4*	-31*	-20*	12	-22*	2.8*	-57*
O=C(Nc1nc2cc(C(=O)N3CCN(C(c4ccccc4)c4ccccc4)CC3)ccc2o1)c1ccc(Nc2ccc(Cl)c(Cl)c2)c([N+](=O)[O-])c1	92	97	89	95	81	97	111	85

Going on with the list.
SMILES	MDA-MB-435	MOLT-4	RPMI-8226	CCRF-CEM	MDA-MB-231	K-562	SR	MDA-MB-468
COc1ccc2[nH]cc(-c3nc(-c4c[nH]c5c(Cl)nccc45)cs3)c2c1	52	41	44	25	32	19	18	34
CCCCCc1cc[n+](CC(=O)c2ccc([N+](=O)[O-])cc2)cc1	68	100	45	89	70	35	73	12
Nc1ccc(S(=O)(=O)N/N=C/c2ccccc2[N+](=O)[O-])cc1	112	100	98	96	105	101	·	105
Cc1nn(CC(N)=O)c2c1C(=O)CC(C)(C)C2	104	106	103	89	109	119	94	103
CCCCCCCCCCCCCCCCOC(=O)c1c(C)[nH]c(/C=C2\N=C(c3ccc[nH]3)C=C2OC)c1C	16	92	-2.3*	50	47	38	68	·
c1ccc(-c2n(Cc3ccc4ccccc4n3)c3ccccc3[n+]2Cc2ccc3ccccc3n2)cc1	-13*	-17*	·	13	-13*	3.0*	-19*	-34*
CCc1c(C)c2ccc3oc(Nc4ccccc4)nc3c2oc1=O	95	91	90	90	105	·	85	102
CCN(CC)CCOC(=O)c1ccc(NC(=O)c2ccccc2)cc1	101	93	99	93	119	96	109	100
C[C@H](Oc1ccc(C(=O)NS(=O)(=O)C(C)(C)C)cc1C(F)(F)F)c1ccc(Oc2ccccc2)cn1	96	97	99	97	97	100	104	107
O=C(C[n+]1ccc2ccccc2c1)c1cccs1	106	99	·	·	92	102	·	102

(cont.)
SMILES	MDA-MB-435	MOLT-4	RPMI-8226	CCRF-CEM	MDA-MB-231	K-562	SR	MDA-MB-468
O=C(O)CC1CCC1CC(=O)O (configuration not stated)	103	99	100	84	109	100	101	92
Nc1ccccc1Nc1c([N+](=O)[O-])cc(C(F)(F)F)cc1[N+](=O)[O-]	112	78	93	95	100	80	91	96
CCOC(=O)CC(c1ccccc1)C(C#N)c1ccccc1 (configuration not stated)	96	89	91	99	106	108	97	101
CC1=C(C(=O)n2c3ccccc3c3ccccc32)C(c2ccc(O)cc2)C(C(=O)n2c3ccccc3c3ccccc32)=C(C)N1	108	88	96	91	89	86	66	109
Fc1ccccc1[C@@H]1Nc2c(ccc3cccnc23)[C@@H]2C=CC[C@@H]21	115	97	90	100	96	96	109	104
O=C1OCC/C1=C/OCCCCCO/C=C1/CCOC1=O	102	101	98	99	116	92	111	103
COc1ccc(-c2cc(-c3cccnc3)nc3sc(C(=O)c4ccc(Cl)cc4)c(N)c23)cc1OC	106	69	82	89	81	78	69	100
O=C(NNc1ccc([N+](=O)[O-])cn1)Nc1ccc(N=Nc2ccccc2)cc1	·	78	73	68	72	93	87	85
CC(=O)OC1C(C)C2CCC13CCC(C)CC23 (configuration not stated)	103	106	102	105	99	113	104	96
CCCCCCCCCCCCc1ccc([N+](CC)(CC)CC)cc1	14	52	6.4*	33	42	16	32	-5.5*

Further results follow.
SMILES	MDA-MB-435	MOLT-4	RPMI-8226	CCRF-CEM	MDA-MB-231	K-562	SR	MDA-MB-468
COc1ccc(C(=O)C2CC2)cc1	111	96	100	96	112	103	99	101
O=[N+]([O-])c1ccc(/C=C/c2nc(Nc3ccc(Cl)cc3)c3ccccc3n2)cc1	40	78	·	90	81	46	54	40
Clc1ccc2nc(-c3c[nH]c4ccccc34)cc(-c3ccccc3)c2c1	127	68	99	58	94	71	50	90
O=C(CSc1nnc2n(Cc3ccccc3)c(=O)c3c4c(sc3n12)CCCC4)N1CCOCC1	106	100	101	·	99	100	95	99
O=C(CCl)NC(Cc1c[nH]c2ccccc12)C(=O)O (configuration not stated)	106&104	100&103	99&104	105&106	96&100	93&103	95&97	109&109
CC(=O)c1nc2ccccc2n1CCN1CCN(C)CC1	-80*	50	3.1*	3.7*	43	15	6.5*	-20*
CCCCCN1C(=O)/C(=c2\sc3n(c2=O)NC2C(N=3)N(CC)C(=O)N2CC)c2ccccc21 (configuration not stated)	12	84	75	68	62	44	54	27
CC1=NCCO1	120	90	·	108	118	108	91	97
Cc1c(C(=O)NCc2ccccc2)sc2ncc(-c3ccc(Br)cc3)n12	·	81	·	72	105	94	103	109
CC(C)n1c(=O)[nH]c(=O)n1C(C)C	119	95	·	102	103	106	90	121

The list continues.
SMILES	MDA-MB-435	MOLT-4	RPMI-8226	CCRF-CEM	MDA-MB-231	K-562	SR	MDA-MB-468
O=C1C=CC(=O)N1c1cccc(N2C(=O)C=CC2=O)c1	103	103	92	-22*	107	104	·	51
O=C1C(c2cccc3ccccc23)=C(c2c[nH]c3ccccc23)C(=O)N1CCN1CCOCC1	101	104	115	109	97	94	99	57
COC(=O)CC(CC(=O)c1ccccc1)c1ccccc1 (configuration not stated)	110	104	114	102	95	103	91	92
CC(=O)[C@H]1CC[C@H]2[C@@H]3C[C@@H](O)C4=CC(=O)CC[C@]4(C)[C@H]3C(=O)C[C@]12C	115	102	97	96	103	106	101	109
CCOC(=O)c1sc2ncc(-c3ccc(OC)cc3)n2c1C	·	95	·	95	92	91	104	103
Cn1nc(N)c(C#N)c1Nc1ccccc1	116	100	107	103	110	104	·	116
NC1(C(=O)O)c2ccccc2-c2ccccc21	107	107	109	111	101	107	100	100
O=C1CC(N2C(=O)CSC2=S)C(=O)N1c1ccc(Cl)cc1 (configuration not stated)	106	102	100	94	101	87	114	112
CCC(=O)Oc1c(C)cc(O)c2ccccc12	96	64	55	·	89	73	81	5.0*
CC(=O)Oc1ccc(C2=Cc3ccc(OC(C)=O)cc3OC2C)cc1 (configuration not stated)	25	37	20	24	68	28	8.8*	57

Continuation:
SMILES	MDA-MB-435	MOLT-4	RPMI-8226	CCRF-CEM	MDA-MB-231	K-562	SR	MDA-MB-468
CC1(C)[C@@H](NOCCCN)CC[C@]2(C)[C@H]3C(=O)C=C4[C@@H]5C[C@](C)(C(=O)O)CC[C@]5(C)CC[C@@]4(C)[C@]3(C)CC[C@@H]12	-59*[100 µM]	-6.4*[100 µM]	-5.5*[100 µM]	12[100 µM]	-88*[100 µM]	-8.8*[100 µM]	18[100 µM]	-40*[100 µM]
COc1ccccc1CNCCCN1C(=O)c2ccc3c4c(ccc(c24)C1=O)C(=O)N(CCCNCCCNCCCN)C3=O	103	82	105	·	102	70	41	81
Nc1c(N=Nc2ccc([N+](=O)[O-])cc2)c(S(=O)(=O)O)cc2cc(S(=O)(=O)O)c(N=Nc3ccccc3)c(O)c12	119	99	93	99	102	94	82	·
O=C(O)CN1C(=O)/C(=C/c2ccc(Cl)cc2)SC1=S	103	101	103	106	108	102	112	95
Fc1ccc(-c2nnc(Nc3ccc(Cl)cc3)o2)cc1	103	84	101	88	111	104	90	91
CCOC(=O)Oc1ccc(C)cc1[N+](=O)[O-]	115	101	109	105	116	104	92	100
COc1ccc(N=C2CSc3nnc(-c4cc(F)c(Cl)cc4Cl)n3N2)cc1	-46*	-4.8*	-23*	-24*	-4.5*	-58*	·	·
COc1ccc(C2C=C(c3ccc(N)cc3)N=C3SC=CN32)cc1 (configuration not stated)	64	45	56	37	91	30	·	70
O=C1/C(=C/c2cc3cc4c(cc3nc2Cl)OCCO4)SC(=S)N1Cc1ccco1	95	95	98	93	94	90	·	92
CCCCCCCCCCCN	107	·	102	102	99	·	·	107

In a second layout: four of the compounds above.
SMILES: CC1(C)[C@@H](NOCCCN)CC[C@]2(C)[C@H]3C(=O)C=C4[C@@H]5C[C@](C)(C(=O)O)CC[C@]5(C)CC[C@@]4(C)[C@]3(C)CC[C@@H]12
  MDA-MB-435 = -59*[100 µM]	MOLT-4 = -6.4*[100 µM]	RPMI-8226 = -5.5*[100 µM]	CCRF-CEM = 12[100 µM]	MDA-MB-231 = -88*[100 µM]	K-562 = -8.8*[100 µM]	SR = 18[100 µM]	MDA-MB-468 = -40*[100 µM]
SMILES: COc1ccccc1CNCCCN1C(=O)c2ccc3c4c(ccc(c24)C1=O)C(=O)N(CCCNCCCNCCCN)C3=O
  MDA-MB-435 = 103	MOLT-4 = 82	RPMI-8226 = 105	CCRF-CEM = ·	MDA-MB-231 = 102	K-562 = 70	SR = 41	MDA-MB-468 = 81
SMILES: Nc1c(N=Nc2ccc([N+](=O)[O-])cc2)c(S(=O)(=O)O)cc2cc(S(=O)(=O)O)c(N=Nc3ccccc3)c(O)c12
  MDA-MB-435 = 119	MOLT-4 = 99	RPMI-8226 = 93	CCRF-CEM = 99	MDA-MB-231 = 102	K-562 = 94	SR = 82	MDA-MB-468 = ·
SMILES: O=C(O)CN1C(=O)/C(=C/c2ccc(Cl)cc2)SC1=S
  MDA-MB-435 = 103	MOLT-4 = 101	RPMI-8226 = 103	CCRF-CEM = 106	MDA-MB-231 = 108	K-562 = 102	SR = 112	MDA-MB-468 = 95

Next compounds
SMILES	MDA-MB-435	MOLT-4	RPMI-8226	CCRF-CEM	MDA-MB-231	K-562	SR	MDA-MB-468
C=C(C)[C@@H]1CC[C@]2(C(=O)N3CCNCC3)CC[C@]3(C)[C@H](CC[C@@H]4[C@@]5(C)CCC(=O)C(C)(C)[C@@H]5CC[C@]43C)[C@@H]12	103	99	99	102	99	101	93	100
CC(C)C(=O)CCCN1C(=O)c2ccccc2C1=O	96	95	·	·	99	95	93	101
CCCC(F)(C(N)=O)C(=O)O (configuration not stated)	95	100	105	99	117	94	88	106
CCOC(=O)c1cn2ncnc(Oc3ccc(NC(=O)NC4CC4)c(Cl)c3)c2c1C	96	89	61	89	89	74	77	90
O=c1c(/C=C/c2c(O)ccc3ccccc23)nnc2sc(-c3cccc([N+](=O)[O-])c3)nn12	48	26	57	19	31	51	28	41
Cc1cc(C)n(C(=O)c2sc(=S)n(-c3ccccc3)c2N=Nc2c(N)n[nH]c2N)n1	104	105	108	96	89	105	86	112
COc1ccc(-c2nn(C(=O)c3cc(OC)c(OC)c(OC)c3)cc2N)cc1	71	86	74	·	100	·	75	80
COC(=O)CC(CC(=O)OC)n1cccc1	100	102	102	94	105	101	102	89
Cc1ccc(S(=O)(=O)Nc2ccc(C3=NNC(c4ccccc4F)C3)cc2)cc1 (configuration not stated)	101	96	98	103	95	95	89	107
CCOC(=O)Cc1csc(NCc2ccccc2)n1	103	107	103	95	110	94	104	109

Additional compounds follow:
SMILES	MDA-MB-435	MOLT-4	RPMI-8226	CCRF-CEM	MDA-MB-231	K-562	SR	MDA-MB-468
CN(CCNCc1ccccn1)CCNCc1ccccn1	-31*	2.0*	19	11	1.5*	2.9*	9.9*	-16*
Cc1ccccc1N=P(c1ccccc1)(c1ccccc1)c1ccccc1	90	97	79	·	105	78	81	83
CCSc1ccc(N2C(N)=NC(N)=NC2(C)C)cc1	40	72	81	62	67	32	65	30
CC(=O)/C=C(\C)Nc1ccccc1O	108	105	36	60	88	102	86	·
